# High-throughput results (PubChem)
# POLI inh = blocks human DNA polymerase iota activity | Q9UNA4 | Pol iota fluorescent replication assay, 10 min | Potency, µM (top dose mostly 115 µM), inactives show top-dose activity, negative = inhibition, hits mostly inhibitors | 1% of 390,000 active | AID 588590
# Target sequence (Q9UNA4 whole entry, looked up): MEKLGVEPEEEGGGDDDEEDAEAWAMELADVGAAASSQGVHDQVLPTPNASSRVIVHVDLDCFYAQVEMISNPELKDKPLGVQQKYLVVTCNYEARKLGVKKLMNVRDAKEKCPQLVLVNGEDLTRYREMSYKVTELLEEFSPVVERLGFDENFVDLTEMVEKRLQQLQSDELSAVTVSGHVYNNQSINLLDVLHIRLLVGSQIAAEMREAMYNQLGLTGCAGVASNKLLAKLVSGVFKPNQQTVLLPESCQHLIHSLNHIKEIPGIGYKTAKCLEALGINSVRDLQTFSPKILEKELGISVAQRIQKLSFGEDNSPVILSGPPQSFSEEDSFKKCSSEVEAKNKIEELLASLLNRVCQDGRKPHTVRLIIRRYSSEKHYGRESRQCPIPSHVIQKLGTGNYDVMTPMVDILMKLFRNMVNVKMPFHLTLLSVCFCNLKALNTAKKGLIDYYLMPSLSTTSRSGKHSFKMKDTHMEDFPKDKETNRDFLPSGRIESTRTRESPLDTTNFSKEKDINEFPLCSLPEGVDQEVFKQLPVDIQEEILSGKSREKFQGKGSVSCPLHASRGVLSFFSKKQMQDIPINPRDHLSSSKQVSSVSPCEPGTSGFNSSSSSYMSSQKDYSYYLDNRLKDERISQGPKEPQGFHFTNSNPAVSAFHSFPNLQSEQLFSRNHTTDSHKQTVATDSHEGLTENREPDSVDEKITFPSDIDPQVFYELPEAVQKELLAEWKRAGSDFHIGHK
#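 Pol iota at 10 nM preincubated 15 min with compounds at room temperature; reaction started with fluorescent substrate, 50 nM final. Fluorescence read kinetically at 0 and 10 min; buffer-only wells as negative control.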
# G9a inh = inhibitors of human histone lysine methyltransferase G9a | Q96KQ7 | G9a H3K9 monomethylation, AlphaScreen, 2 h | Potency, µM (doses to about 102 µM), without a hit: at the highest dose activity, negative = inhibition, usual class: inhibitors | 8.8% of 350,000 active | AID 504332; further: on the % scale 0 is the no-effect control and ±100 the full control effect; nearly all actives have a fitted effect of over 75% in size
#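 Quantitative HTS format: methyltransferase activity on a biotin-tagged H3K9 peptide is measured by AlphaScreen, using a rabbit anti-monomethyl-H3K9 antibody with streptavidin donor and anti-IgG acceptor beads. Final levels are 20 nM enzyme, 500 nM peptide, 20 uM SAM; 2 h RT.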
# Pol beta inh = DNA polymerase beta (human) inhibition; P06746; Pol beta primer extension/strand displacement, fluorescence kinetic; Potency, µM (top dose mostly 114 µM), for the others: at the highest dose activity change, negative = inhibition, most hits filed as inhibitors; 1.3% of 340,000 active; AID 485314; further: on the % scale 0 is the no-effect control and ±100 the full control effect
#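 10 nM enzyme + cpd, 15 min RT; start with substrate 50 nM final; read 0 min and after 10 min RT. Corrected, normalized data; 4-parameter Hill curve fit.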
# APEX1 inh = blocks human APE1 abasic DNA cleavage | P27695 | recombinant APE1, TAMRA/BHQ-2 abasic DNA cleavage fluorescence | Potency, µM (doses to about 65.8 µM), for the others: top-dose activity change, negative = inhibition, most hits filed as inhibitors | 0.35% of 350,000 active | AID 2517;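 further: plate controls were vehicle for no effect and reference inhibitor for full effect; nearly all actives have a fitted effect of over 55% in size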
#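 Activity was derived from the fluorescence gain between first and third kinetic reads (60 s intervals, ex 525/em 598 nm) after 50 nM THF-abasic TAMRA/BHQ-2 duplex was added to 0.75 nM APE1 preincubated 15 min with compound.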
# BAZ2B block = BAZ2B (human) inhibition; Q9UIF8; AlphaScreen BAZ2B-H3K14Ac peptide displacement; Potency, µM (highest dose often 114 µM), without a hit: at the highest dose activity change, negative = inhibition, actives largely listed as inhibitors; 4.4% of 360,000 active; further: on the % scale 0 is the no-effect control and ±100 the full control effect; nearly all actives have a fitted effect of over 60% in size
#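 Multi-concentration screen (max 110 uM) measuring displacement of acetylated histone H3 peptide from BAZ2B by AlphaScreen, using 50 nM protein, 50 nM peptide and 10 ug/mL streptavidin donor plus Ni-chelate acceptor beads.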
# POLH inh = inhibitors of human DNA polymerase eta. recombinant Pol eta, fluorescent DNA replication assay. 1.2% of 390,000 active. Potency, µM (top dose mostly 114 µM), inactives show at the top dose activity change, negative = inhibition, most hits filed as inhibitors. AID 588591. Q9Y253; further: on the % scale 0 is the no-effect control and ±100 the full control effect
#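 Fluorescent replication assay: 50 nM final substrate added after a 15 min room-temperature compound preincubation with 10 nM enzyme. Signal taken at 0 min and again at 10 min.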
# BLM helicase inh = blocks DNA unwinding by human BLM helicase; recombinant BLM DNA unwinding, fluorescence dequenching; P54132; 0.2% of 350,000 active; Potency, µM (doses to about 56.1 µM), for inactives: top-dose activity change, negative = inhibition, usual class: inhibitors;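 further: plate controls were vehicle for no effect and no enzyme for full effect; nearly all actives have a fitted effect of over 35% in size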
# JMJD2A Tudor inh = JMJD2A Tudor domain (human) inhibition; O75164; AlphaScreen JMJD2A-Tudor / H3K4me3 peptide binding; Potency, µM (highest dose often 114 µM), for the others: top-dose activity change, negative = inhibition, hits mostly inhibitors; 4.4% of 390,000 active; further: on the % scale 0 is the no-effect control and ±100 the full control effect; nearly all actives have a fitted effect of over 50% in size
# Pol kappa inh = inhibitors of human DNA polymerase kappa; Q9UBT6; purified Pol kappa, fluorescent DNA synthesis assay, 10 min; Potency, µM (top dose mostly 107 µM), inactives show at the top dose activity, negative = inhibition, most hits filed as inhibitors; 0.53% of 400,000 active; further: on the % scale 0 is the no-effect control and ±100 the full control effect
#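 Kinetic fluorescence screen: compound preincubated 15 min RT with 10 nM enzyme; 50 nM substrate (final) initiates; reads at 0/10 min.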
# Numbers without * were called inactive; u = inconclusive; x = no result given; [ ] = dose if it differs, or a comment. The call rests on the fitted dose curve; in most records, active means well fitted curve in the direction sought with a large enough effect; inconclusive means small, poorly fitted or top-dose-only effect, or another doubt; inactive means no such curve, though single readings can be large; an effect the other way counts as inactive or inconclusive. Potency means the concentration at half of the fitted maximal effect. Only part of the results is shown. The share of hits here may be higher or lower than overall.
entry	SMILES	POLI inh	G9a inh	Pol beta inh	APEX1 inh	BAZ2B block
1	Nn1c(SCC(=O)NCc2ccc3c(c2)OCO3)nnc1C(F)(F)F	8%	x	x	24%	x
2	N#Cc1ccc(OCC(=O)N/N=C/C2CC=CCC2)cc1 (stereo unspecified)	-11%	0%	12%	2%	2%
3	COC(=O)CSc1cc([N+](=O)[O-])cc2c1c(C1OCCO1)nn2-c1ccccc1	-5%	7%	18%	2%	-2%
4	COc1ccccc1Nc1nc(NCC2CCCO2)c2ccccc2n1 (stereo unspecified)	31%[activator]	47%[activator]	13%	-10%	-27%
5	COc1c(C)cccc1C(=O)Nc1cccc2ccc(C)nc12	-6%	89%[activator][59 µM]	16%	x	76%[activator]
6	Cc1ccc(C(=O)N[C@H](C(=O)OCC(=O)c2ccc[nH]2)C(C)C)cc1	19%	1%[59 µM]	17%	5%	5%
7	CS(=O)(=O)Nc1cccc(-c2ccc3ncnc(N4CCOCC4)c3c2)c1	x	7%[0.501 µM]	x	-5%	x
8	COc1ccc(-c2ccc(C3C4C=CCCC4(C)C(=O)N3Cc3ccccc3)c(F)c2)cc1 (stereo unspecified)	-20%	x	x	-4%	x
9	Nc1nsc2ccccc12	4%	40µM*	4%	14%	11%
10	C=CCn1c(=S)[nH]c2cc(C(=O)Nc3ccc(F)cc3)ccc2c1=O	132%[activator]	1%	-13%	18%	-23%
11	COc1ccc(N2CCN(c3oc(COc4ccccc4)nc3C#N)CC2)cc1	1%	10µM*	-23%	2%	10µM*
12	CCc1cccc2c(SCC(=O)NCC3CCCO3)nc(-c3ccc(F)cc3)nc12 (stereo unspecified)	21%	21%[59 µM]	-1%	5%	0%
13	CC1CN(C(=O)CCC(=O)NCc2ccc(F)cc2)c2ccccc2S1 (stereo unspecified)	48%	19%	1%	61%[activator]	-3%
14	COc1ccc(OC)c(CN2CCCC(CO)C2)c1 (stereo unspecified)	-9%	9%[59 µM]	-3%	16%	3%
15	CN(C(=O)c1cnccn1)c1nnc(-c2cnccn2)s1	u	-8%[2.33 µM]	38%	11%	-3%

entry	POLH inh	BLM helicase inh	JMJD2A Tudor inh	Pol kappa inh
1	-6%	x	1%	-12%
2	-5%	-3%	-2%	7%
3	-15%	-3%	-13%	3%
4	-27%	-15%	50µM*	-5%
5	-13%	-7%	64%[activator]	-11%
6	-16%	-1%	-15%	-4%
7	x	-3%	x	4%[60.1 µM]
8	x	-18%	-28%	16%
9	1%	-5%	-1%	-5%[60.1 µM]
10	-2%	1%	-13%	-5%
11	-16%	-5%	u	-9%
12	-6%	-1%	-7%	-5%
13	-22%	1%	-8%	4%
14	-6%	-9%	1%	3%
15	-6%	0%	-21%	-6%

# (listing goes on)
entry	SMILES	POLI inh	G9a inh	Pol beta inh	APEX1 inh	BAZ2B block
16	CC1CCC(NC(=O)CN2C(=O)COc3ccc(S(=O)(=O)N4CCCC4)cc32)CC1 (stereo unspecified)	x	-1%[59 µM]	-1%	7%	-5%
17	O=C1NC[C@@H](Cc2cccc3ccccc23)N(CCc2cc(C(F)(F)F)cc(C(F)(F)F)c2)C1=O	-2%	0%[12.7 µM]	0%	2%	-20%
18	CCc1ccc(NC(=O)CSc2nc(-c3ccccc3)c(C#N)c(=O)[nH]2)cc1	-10%	-17%[59 µM]	-11%	x	-25%
19	COc1ccc(Nc2nc(NN)nc(C)c2[N+](=O)[O-])cc1	113%[activator]	u	-3%	21%	u
20	O=c1c2c3c(sc2n2c(=S)[nH]nc2n1-c1ccccc1)CCC3	42%[activator]	x	12%	14%	-2%
21	CSc1nc(C)cc(-n2cc(F)c(=O)[nH]c2=O)n1	22%	14%	1%	-3%	12%
22	COc1ccc(NC(=O)Nc2cccc3c2O[C@@H](CN(C)CC2CCCCC2)[C@@H](C)CN([C@H](C)CO)C3=O)cc1	7%	x	x	29%	x
23	COc1cccc(/C=N/NC(=O)c2cnccn2)c1OC	-13%	7%	31%	0%	-4%
24	COc1ccc(OC)c(Nc2ncnc3sc(-c4ccccc4)cc23)c1	27%	5%[59 µM]	-5%	1%	26%
25	COc1ccc(NC(=O)CCSc2ccc(C)cc2)cc1S(=O)(=O)Nc1ccccc1Cl	12%	15%	-6%[57.1 µM]	-6%	-6%
26	CCN(CC)C(=O)c1sc2nc(Cc3ccccc3)[nH]c(=O)c2c1C	u	u	1%	-5%	-21%
27	CCCCCN(C(=O)CCC(=O)OCC(=O)NCc1ccc(OC)cc1)c1c(N)n(CCCC)c(=O)[nH]c1=O	12%	20%	2%	25%	-4%
28	COc1cccc(NC(=S)N(CCC(C)C)C(C)c2ccncc2)c1 (stereo unspecified)	14%	-4%[12.7 µM]	4%	-17%	-11%
29	Cn1c(C(=O)NCCc2ccccc2)cc(=O)n(C)c1=O	96%[activator]	23%[59 µM]	12%	17%	-5%
30	COC(=O)C1CCN(C(=O)c2cc(OC)c(OC)c(OC)c2)CC1	18%	-7%	0%	1%	-4%

entry	POLH inh	BLM helicase inh	JMJD2A Tudor inh	Pol kappa inh
16	x	4%	x	x
17	u	-17%	u	-10%
18	u	-2%	-16%	-2%
19	7%	-5%	u	0%
20	-8%	-2%	3.2µM*	-5%
21	-11%	-2%	-8%	7%
22	-13%	x	-29%	-4%
23	-9%	0%	20µM*	-7%
24	-21%	-6%	10%	-6%
25	-13%	-1%	-25%	-3%
26	-3%	-6%	u	-1%
27	-8%	-3%	-15%	-6%
28	-16%	-3%	-7%	2%
29	-16%	-1%	-12%	1%
30	-3%	-4%	-4%	-4%

# (further entries)
entry	SMILES	POLI inh	G9a inh	Pol beta inh	APEX1 inh	BAZ2B block
31	O=C(O)CCc1ccc(-c2ccccc2)n1CC(=O)Nc1ccccc1C(F)(F)F	0%	-30%[59 µM]	-17%	x	-22%
32	COCCNC(=O)C1CCCN(S(=O)(=O)c2c(C)noc2/C=C/c2cccs2)C1 (stereo unspecified)	11%	13%	-27%	4%	6%
33	CCOc1ccc(OCC)c(NC(=O)CCc2nc3cccnc3n2Cc2cccs2)c1	24%	-5%[59 µM]	0%	x	-15%
34	CCOP(=O)(OCC)C(Nc1ccccc1)c1ccccc1C(F)(F)F (stereo unspecified)	3%	2%	6%	-1%	-13%
35	Cc1cc(Br)ccc1NC(=O)c1c(C)oc2ncnc(N3CCCCC3)c12	7%	-25%[59 µM]	-14%	x	0%[57.1 µM]
36	Cc1cc(C)cc(NC(=O)c2cccc(C(=O)Nc3cc(C)cc(C)c3)n2)c1	103%[activator]	u	30%	-16%	u
37	O=C(Cc1ccc(S(=O)(=O)N2CCCCC2)s1)Nc1ccc(F)c(F)c1	-12%	29%[59 µM]	0%	-6%	9%
38	O=C(N/N=C/c1ccc([N+](=O)[O-])cc1)c1ccc(COc2ccccc2-c2ccccc2)cc1	73%[activator]	-26%	-27%	0%	-29%
39	O=C(CN1CCC(C(O)(c2ccccc2)c2ccccc2)CC1)Nc1cc(Cl)ccc1Cl	-32%	-4%	3%	0%	-23%
40	O=C(NC1CCCC1)c1cc(-c2cccc(Cl)c2)on1	63%[activator]	4%	22%	16%	4%
41	CN(C)C(CNC(=O)c1c(F)cccc1Cl)c1ccco1 (stereo unspecified)	102%[activator]	-37%	22%	17%	-1%
42	COc1ccc(C)cc1-n1c(SCC(=O)Nc2cc(C)on2)nc2sc(C)c(C)c2c1=O	u	-33%[59 µM]	15%	1%	-9%
43	CCOc1ncccc1C(=O)Nc1ccc(S(=O)(=O)Nc2cc(C)nc(C)n2)cc1	24%	x	x	1%	x
44	Cc1ccc(S(=O)(=O)NCC(=O)OCC(=O)NCc2ccco2)cc1	35%[activator]	x	x	1%	x
45	CC(/C=N/N1CCN(c2ccccn2)CC1)=C\c1ccccc1	13%	u	38%	1%	-4%
46	CC1CCCCC1NC(=O)C1CCN(c2c3c(nc4ncnn24)CCC3)CC1 (stereo unspecified)	-16%	-7%	0%	14%	-18%
47	Cc1ccc(C)c(CSc2nc3ccncc3n2CC(=O)Nc2ccc(C)c(C)c2)c1	x	u	u	-8%	-3%

entry	POLH inh	BLM helicase inh	JMJD2A Tudor inh	Pol kappa inh
31	-17%	1%	-9%	-4%
32	-7%	-2%	-6%	0%
33	-4%	-6%	-21%	-11%
34	-13%	-11%	-19%	0%
35	-17%	-2%	-17%	-8%
36	-12%	-5%	4.5µM*	-15%
37	-20%	-9%	-5%	-6%
38	-3%	-1%	-16%	-3%
39	-6%	7%	-16%	-9%
40	-15%	-3%	3%	-2%
41	-18%	-1%	0%	7%
42	-17%	-7%	-21%	-10%
43	-5%	x	-4%	-5%
44	3%	x	-17%	-16%
45	-19%	2%	-18%	2%
46	-7%	0%	-15%	-8%
47	x	3%	x	x
